Bcl-W Bim block – inhibitors of Bim-Bcl-W interaction, human. Q92843. bead-based flow cytometry, Bim peptide-Bcl-W binding. inhibition, % at 10 µM. 190,000 tested, 0.02% active. AID 952;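 further: 0% = bound tracer without compound and 100% = peptide blocker; higher means less fluorescent Bim peptide bound to Bcl-W beads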
Target sequence (Q92843 whole entry, looked up): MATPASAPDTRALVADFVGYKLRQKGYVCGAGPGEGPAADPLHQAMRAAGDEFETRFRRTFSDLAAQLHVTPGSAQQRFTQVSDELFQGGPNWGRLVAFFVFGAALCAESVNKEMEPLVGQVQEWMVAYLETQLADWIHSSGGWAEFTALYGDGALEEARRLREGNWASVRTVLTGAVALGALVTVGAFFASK
Mcl-1 Bim block – inhibitors of Bim-Mcl-1 interaction, human; Bead-based flow cytometry, Bim peptide-Mcl-1 binding; inhibition, % at 10 µM; 190,000 tested, 0.1% active; AID 1009;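 further: 0% = no compound tracer wells and 100% = peptide blocker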
Mcl1 Noxa PPI – disrupts binding of human Mcl-1 to Noxa peptide; Q07820; TR-FRET Mcl-1/Noxa peptide binding, 2 h; inhibition, % at 21.7 µM; 220,000 tested, 1.5% active; AID 1022;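 active means compounds that cut the protein-peptide binding signal by more than 50% relative to plate controls in a single-dose test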;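 further: His-tagged Mcl-1 with rhodamine Noxa BH3 peptide and terbium anti-His antibody; 0% = Mcl-1 plus Noxa peptide wells and 100% = peptide-only wells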
RGS8-Gao reg – regulators of human RGS8-Galphao interaction. multiplexed bead flow cytometry, RGS8-Galphao binding; actives lie on both sides. 220,000 tested, 0.34% active. response (percent of control binding), % at 10 µM; in the data active means response below about 60% or above about 140%; inactive means in between;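 further: Galphao activated as the GDP aluminium fluoride complex binding bead-coupled RGS8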
Target sequence (P09471 whole entry, looked up): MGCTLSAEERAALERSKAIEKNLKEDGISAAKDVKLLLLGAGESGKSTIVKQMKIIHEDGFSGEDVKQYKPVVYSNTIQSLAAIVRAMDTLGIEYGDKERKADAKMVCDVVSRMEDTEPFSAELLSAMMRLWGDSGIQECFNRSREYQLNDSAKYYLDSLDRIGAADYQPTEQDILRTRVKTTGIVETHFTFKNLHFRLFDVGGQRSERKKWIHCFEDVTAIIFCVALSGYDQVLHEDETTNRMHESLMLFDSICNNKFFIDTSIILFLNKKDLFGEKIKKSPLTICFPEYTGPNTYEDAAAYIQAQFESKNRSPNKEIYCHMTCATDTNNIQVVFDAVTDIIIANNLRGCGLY
Bfl-1 Bim block – inhibitors of Bim-Bfl-1 interaction, human; Q16548; 190,000 tested, 0.12% active; Bead-based flow cytometry, Bim-Bfl-1 binding inhibition; AID 1008; inhibition, % at 10 µM;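 further: 0% = wells without compound plus tracer and 100% = blocker peptide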
RGS7-Gao – modulates binding of RGS7 to human Galphao; P09471; Multiplexed bead flow cytometry; actives lie on both sides; binding response (% of control), % at 10 µM; 220,000 tested, 0.35% active; in the data active means binding response below about 49% or above about 150%; inconclusive means no clear call, values can overlap the other calls; inactive means in between;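 further: fluorescent Galphao held in activated GDP-AlF4 state binding bead-coupled RGS7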
Bim-Bcl-2 – disrupts Bim peptide binding to human Bcl-2; Bead-based flow cytometry, Bim peptide-Bcl-2 binding; P10415; inhibition, % at 10 µM; AID 950; 190,000 tested, 0.06% active; in the data active means inhibition above about 40%; inconclusive means no clear call, values can overlap the other calls;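 further: 0% = no compound wells with probe peptide and 100% = reference peptide inhibitor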
Bcl-B Bim block – disrupts Bim peptide binding to human Bcl-B | 190,000 tested, 0.073% active | Q9HD36 | AID 951 | inhibition, % at 10 µM | bead-based flow cytometry;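 further: 0% = tracer peptide without compound and 100% = reference inhibitor peptide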
Target sequence (Q9HD36 whole entry, looked up): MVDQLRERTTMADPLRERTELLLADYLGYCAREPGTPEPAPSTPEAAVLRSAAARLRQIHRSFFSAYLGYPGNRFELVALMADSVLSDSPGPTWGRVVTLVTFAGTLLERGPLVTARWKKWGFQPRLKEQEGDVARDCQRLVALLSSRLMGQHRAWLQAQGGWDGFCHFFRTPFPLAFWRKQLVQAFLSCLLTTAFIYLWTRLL
RGS4-Gao reg – human RGS4-Galphao interaction regulation; AID 1415; 220,000 tested, 0.33% active; P09471; Multiplexed bead flow cytometry, RGS4-Galphao binding; actives lie on both sides; binding response (% of control), % at 10 µM; in the data active means binding response below about 49% or above about 150%; inactive means in between;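 further: fluorescent Galphao activated with aluminum fluoride binding bead-coupled RGS4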
Bcl-XL Bim block – human Bim-Bcl-XL interaction inhibition; Q07817; Bim peptide-Bcl-XL binding, bead flow cytometry, fluorescence; inhibition, % at 10 µM; 190,000 tested, 0.04% active; AID 1007
Target sequence (Q07817 whole entry, looked up): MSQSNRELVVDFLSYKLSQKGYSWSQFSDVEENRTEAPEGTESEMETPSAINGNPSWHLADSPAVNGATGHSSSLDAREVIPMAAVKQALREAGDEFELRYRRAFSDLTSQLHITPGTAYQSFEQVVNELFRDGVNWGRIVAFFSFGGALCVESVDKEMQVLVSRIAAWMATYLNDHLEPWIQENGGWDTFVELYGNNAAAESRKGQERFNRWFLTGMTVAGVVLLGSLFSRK
Mcl1-Bid inh – Mcl-1/Bid interaction inhibition; TR-FRET Mcl-1/Bid-Dy647 peptide binding, 1536-well; inhibition, % at 21.7 µM; 220,000 tested, 0.97% active; AID 1021;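 active means compounds that cut the binding signal by more than half at the single screening dose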;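 further: His-tagged Mcl-1 with europium anti-His antibody binding Bid BH3 peptide; 0% = Mcl-1 plus peptide wells and 100% = peptide-only wells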
Starred values were filed as active, the others as inactive; ? = inconclusive; . = no result given; + = active, no number; [ ] = dose if it differs, or a comment. Unless noted, no stated cut-off is given here; in the data, active means inhibition above about 40%.

SMILES	Bcl-W Bim block	Mcl-1 Bim block	Mcl1 Noxa PPI	RGS8-Gao reg	Bfl-1 Bim block	RGS7-Gao	Bim-Bcl-2	Bcl-B Bim block	RGS4-Gao reg	Bcl-XL Bim block	Mcl1-Bid inh
COC(=O)c1ccc(NC(=O)C2CCCO2)cc1 (configuration not stated)	-5	-8	-11	101	-22	98	-15	-10	104	-14	1
CN(c1ccccc1C(=O)N1CCOCC1)S(C)(=O)=O	-2	-3	-2	98	0	96	-1	0	97	-4	-16
CCOC(=O)C1CCN(C(=O)/C=C/c2ccccc2OC)CC1	4	-1	-4	101	-10	102	-9	-6	99	-6	-2
CCN1CCN(C(=S)c2ccc([N+](=O)[O-])cc2)CC1	-11	-17	14	94	-1	115	-8	-52	100	-17	-8
CN(C)C(=O)N1CCN(C(=O)N2CCOCC2)CC1	-6	-4	0	98	-3	94	-14	-5	97	-7	0
COC(=O)c1ccc(C(C(=O)NC2CCCCC2)N(Cc2ccccc2)C(=O)Cc2cccs2)cc1 (configuration not stated)	-2	-5	1	85	-4	90	-4	-8	89	-5	-16
O=C1C2C(C(=O)N1/N=C/c1ccco1)C1C=CC2C12CC2 (configuration not stated)	-6	-7	-12	95	-5	102	-6	-3	97	-5	3
COc1ccc(NC(=S)N(CCN2CCCCC2)Cc2ccco2)cc1	-6	-5	4	102	-2	99	-6	-20	100	-7	-33
O=C(c1ccccc1)c1cccc(NC(=O)c2ccco2)c1	1	-1	-12	100	-5	103	-4	-2	102	1	4
Cc1ccc(SCC(=O)Nc2ccc3c(c2)C(=O)NC3=O)cc1	-3	-1	10	103	-7	105	-4	-5	103	0	-8
CC(=O)c1cccc(NC(=O)c2ccc3c(=O)n4c(nc3c2)CCCCC4)c1	1	-2	-4	98	-3	101	-3	-4	97	-1	-15
Nc1ncnc2c1ncn2[C@H]1C[C@H](O)[C@@H](CO)O1	0	-1	-9	94	-1	100	0	-3	95	-1	-6
CCn1c(SCc2cccc(C)c2)nnc1-c1ccc(C)cc1	0	0	8	94	0	97	0	-2	95	0	-7
CCCn1c(=S)[nH]c2cc(OC)c(OC)cc2c1=O	-3	-5	8	102	-21	100	-11	-12	104	-7	-28
OCCC1CN(Cc2nc(-c3ccc(F)cc3)cs2)CCN1CCc1ccccc1 (configuration not stated)	-2	-1	21	98	-8	95	-4	-6	99	-4	-7

Given with the structure last: entries from further up.
Bcl-W Bim block | Mcl-1 Bim block | Mcl1 Noxa PPI | RGS8-Gao reg | Bfl-1 Bim block | RGS7-Gao | Bim-Bcl-2 | Bcl-B Bim block | RGS4-Gao reg | Bcl-XL Bim block | Mcl1-Bid inh | structure
1 | -2 | -4 | 98 | -3 | 101 | -3 | -4 | 97 | -1 | -15 | CC(=O)c1cccc(NC(=O)c2ccc3c(=O)n4c(nc3c2)CCCCC4)c1
-2 | -5 | 1 | 85 | -4 | 90 | -4 | -8 | 89 | -5 | -16 | COC(=O)c1ccc(C(C(=O)NC2CCCCC2)N(Cc2ccccc2)C(=O)Cc2cccs2)cc1 (configuration not stated)
-11 | -17 | 14 | 94 | -1 | 115 | -8 | -52 | 100 | -17 | -8 | CCN1CCN(C(=S)c2ccc([N+](=O)[O-])cc2)CC1
-3 | -5 | 8 | 102 | -21 | 100 | -11 | -12 | 104 | -7 | -28 | CCCn1c(=S)[nH]c2cc(OC)c(OC)cc2c1=O
-6 | -4 | 0 | 98 | -3 | 94 | -14 | -5 | 97 | -7 | 0 | CN(C)C(=O)N1CCN(C(=O)N2CCOCC2)CC1
-6 | -5 | 4 | 102 | -2 | 99 | -6 | -20 | 100 | -7 | -33 | COc1ccc(NC(=S)N(CCN2CCCCC2)Cc2ccco2)cc1

The list continues:
SMILES	Bcl-W Bim block	Mcl-1 Bim block	Mcl1 Noxa PPI	RGS8-Gao reg	Bfl-1 Bim block	RGS7-Gao	Bim-Bcl-2	Bcl-B Bim block	RGS4-Gao reg	Bcl-XL Bim block	Mcl1-Bid inh
Cc1cc(C(=O)CSc2nc3ccccc3c(=O)n2C)c(C)n1Cc1ccc2c(c1)OCO2	1	1	-367	.	0	121	5	1	+[activator]	0	-34
Cc1ccc(NC(=S)NC2CC3CCCC(C2)N3Cc2cccs2)cc1 (configuration not stated)	1	1	22	101	-3	100	3	0	102	0	-78
COC(=O)c1ccsc1-n1cc(C#N)c(=O)n(C)c1=O	-2	0	3	105	-12	102	-5	-2	103	-3	-3
COc1ccc(N(C)C(=O)Cc2c(C(=O)O)[nH]c3ccccc23)cc1	-2	0	15	101	-3	97	-3	0	99	0	-34
CCOC(=O)N1CCN(c2ncnc3c2[nH]c2ccc(OC)cc23)CC1	-1	0	16	99	-1	104	-1	0	103	-1	-36
FC(F)(F)c1cc(-c2ccc(Cl)cc2)nc2ncnn12	1	-3	13	99	-4	99	-8	-6	102	-2	14
COc1ccc(Cl)cc1C(=O)NCc1cnn(C)c1C	-6	-6	-8	104	0	101	8	-8	105	-10	-10
CCOC(=O)/C(C#N)=C/c1cn(CCC(=O)O)nc1-c1ccc(F)cc1	-4	-5	15	99	-11	94	-5	-6	95	-6	-2
CC1Cc2ccccc2N1C(=O)/C=C/c1cccc(F)c1 (configuration not stated)	-1	-2	-13	106	-7	105	-4	-4	105	-3	-3
Cc1ccccc1C(=O)NCc1ccncc1	1	0	1	99	-11	91	-1	-4	97	-3	-10
O=C(OCCN1C(=O)c2ccccc2C1=O)c1cc2ccccc2o1	0	-2	32	87	-8	97	-8	-6	97	-3	-16
O=c1c2cn[nH]c2nc(SCc2ccc3c(c2)OCCO3)n1-c1ccccc1	3	1	-87	101	-6	103	-5	-4	105	0	-62
COc1ccc(CCNS(=O)(=O)c2cccc(C)c2)cc1OC	1	-4	-15	99	2	103	-1	0	102	-1	-26
O=C(C1=NN[C@@H]2C(=O)N(c3cccc(F)c3)C(=O)[C@H]12)C(c1ccccc1)c1ccccc1	-3	-2	4	103	-11	97	-8	-4	101	-6	6
Cc1ccc(C2Nc3ccccc3C(=O)N2Cc2ccco2)cc1 (configuration not stated)	-3	0	-5	92	0	95	4	3	97	-1	-18
CCOc1ccc(NC2c3ccccc3C(=O)N2Cc2ccc3c(c2)OCO3)cc1 (configuration not stated)	2	-1	-5	101	-7	91	-7	-7	100	0	-23
O=C(Nc1ccc2c(c1)oc1ccccc12)c1cccnc1	0	-2	-3	103	-2	97	-4	-4	94	-3	-27
CCOc1ccc(Br)cc1S(=O)(=O)Nc1cccc(S(=O)(=O)NC2=NCCC2)c1	-6	-2	-4	102	-8	?	-6	-8	101	-4	-20
Cc1cccc(NCN2C(=O)c3ccncc3C2=O)n1	-2	-4	20	97	-13	96	-9	-8	96	-7	0
COc1ccc(S(=O)(=O)N2CCN=C2SCc2cccnc2)cc1	-1	-2	0	100	-2	101	0	-2	100	0	-1
Cc1nc(NC(=O)/C=C/c2ccccc2)sc1C(=O)Nc1ccccc1	-1	-2	.	104	-14	103	-10	-7	101	-17	-7
Cn1c(CSc2nc3ccccc3s2)nnc1SCC(=O)NCCN1CCOCC1	-3	-8	-12	99	-19	100	-15	-14	100	-3	-28
C/C(=N\NC(=O)CC#N)c1ccc(Oc2ccccc2)cc1	1	-1	18	100	-3	96	-5	-5	98	0	-18
CN1C(=O)C(Cl)(Cl)C(=O)c2ccccc21	-3	-9	48	68	26	101	3	-25	88	-7	-44
C#CCNC(=O)C1=C[C@@H](C2CC2)C[C@@H](OCc2ccc(CO)cc2)O1	-1	-1	-2	95	-6	97	0	0	97	0	-11
Cn1c2c(c(=O)n(C)c1=O)C(c1ccccc1F)C(C#N)=C(N)O2 (configuration not stated)	-5	0	8	96	-7	94	-1	-2	97	-3	-33
Cc1cccc(Nc2ccccc2C(=O)OCC(=O)N(C)C2CCS(=O)(=O)C2)c1C (configuration not stated)	0	-1	12	98	-1	98	1	2	100	1	-35
O=c1[nH]nc(CNc2ccc(O)cc2)c2ccccc12	4	0	9	101	15	100	0	-9	101	0	-40
Cc1ccc(NC(=O)CSc2nnc(-c3cccnc3)n2-c2ccc(C)cc2)cc1	1	-1	-10	102	0	98	0	0	99	0	-3
CC(=O)C(=Nc1ccc(Cl)cc1Cl)NNc1cccc(Cl)c1	0	-1	10	101	3	100	-3	-1	103	-2	-24
CC(C)(C)c1nnc(NC(=O)c2cccs2)s1	0	0	14	103	-4	97	-3	-4	95	-3	-10
CCOC(=O)c1ccc(NC(=O)CC2OCCN(CC)C2=O)cc1 (configuration not stated)	-3	-3	31	98	-4	98	-3	-2	99	0	-26
CC(=O)N(C(C)=O)S(=O)(=O)c1ccc(N=NN2CCOCC2)cc1	-5	-8	21	99	-17	97	-11	-10	100	-9	-8
COc1cccc(N(C(C)=O)c2nc(C)cc(C)c2C#N)c1	0	-2	13	101	-1	101	-4	0	103	-2	4
Cc1cccc(-n2ncc3c(NCCCO)ncnc32)c1	1	0	13	104	-9	106	-7	-5	107	1	-19
CCOC(=O)c1cnc2c(C)cccc2c1Nc1ccc(N2CCOCC2)cc1	0	1	35	101	-7	102	-3	-5	105	-2	-24
Cc1ccc(NC(=S)NNC(=O)c2ccc(N3CCOCC3)c([N+](=O)[O-])c2)cc1C	-3	-4	-23	98	-10	102	-8	-14	102	-6	-50
COc1ccc(-n2nnc3c(=O)n(CC(=O)Nc4cc(C)on4)cnc32)cc1	3	0	7	106	-6	115	-1	-2	109	-1	-22
CC1=CC(=C(C#N)C#N)C=C(C)N1Cc1ccc(Cl)cc1	-1	2	0	99	-2	92	0	1	99	0	-30
O=C(CSc1nc(-c2ccccc2)cc(=O)[nH]1)Nc1ccccn1	-12	-9	18	101	-5	100	-12	-13	101	-9	-33
Cc1c(C(=O)OCC(=O)N2CC(=O)Nc3ccccc32)oc2ccc(Br)cc12	0	0	27	100	-9	101	-11	-5	101	-5	7
COc1ccc(C2C(=O)N(C3CCCCC3)CC(=O)N2C2CCCCC2)cc1 (configuration not stated)	-1	-1	3	106	-11	102	-10	-8	100	-15	0
O=C(/C=C/c1ccc([N+](=O)[O-])s1)N1CCCC1	-2	-1	25	99	-2	90	-2	-5	94	-3	6
Cc1cc(C)cc(N(CC(=O)N2CCc3ccccc32)S(=O)(=O)c2c(C)noc2C)c1	-1	0	14	102	-11	99	-5	-2	100	-3	-5
CCCN1CNc2c(c(=O)[nH]c(=S)n2CCc2ccc(OC)c(OC)c2)C1	-2	0	8	101	-8	103	-1	-3	101	-1	-34
Cc1ccc(CN2C(=O)N/C(=C\c3cccn3-c3cccc(C(=O)O)c3)C2=O)cc1	1	-1	41	100	-3	?	-1	2	101	0	-37
C=CCNC(=O)COC(=O)c1nc2nccc(C)n2n1	0	0	18	101	-6	102	-2	-2	104	-2	12
C/C(=N\NC(=O)c1ccc(Cn2cc(Br)cn2)o1)c1cccc(NC(=O)C(C)C)c1	-5	-5	20	108	-1	114	1	-4	110	-7	-14
Cc1cc(-n2nc(C)cc2C)n2nc(C)c(-c3ccc(Cl)cc3)c2n1	-6	0	16	97	-1	102	1	-1	104	-2	-27
CCOc1cc2nc(-c3ccc(OC)c(OC)c3)nc(NCCCN3CCOCC3)c2cc1OC	6	6	17	103	-7	104	-4	1	106	7	-20
Cc1cccc(S(=O)(=O)Nc2cccc(-c3cn4ccsc4n3)c2)c1	-2	-6	-8	100	-19	100	-13	-7	102	-11	-5
CCN(CC)CCCNC(=O)c1ccc(N2CCCCC2)c(NS(=O)(=O)c2ccc(C)cc2)c1	-1	0	-1	101	-1	99	-5	-1	99	0	-16

High-throughput results (PubChem BioAssay)
